# Screening results (PubChem)
# SIRT5 block – inhibitors of human sirtuin-5 desuccinylase. Q9NXA8. Purified SirT5, succinyl-peptide AMC, trypsin-coupled fluorescence. inhibition, % at 15 µM. 1.1% of 330,000 active. AID 652115; in the data active = inhibition above about 15%; inconclusive = no clear call, values can overlap the other calls
# Target sequence (Q9NXA8 whole entry, looked up): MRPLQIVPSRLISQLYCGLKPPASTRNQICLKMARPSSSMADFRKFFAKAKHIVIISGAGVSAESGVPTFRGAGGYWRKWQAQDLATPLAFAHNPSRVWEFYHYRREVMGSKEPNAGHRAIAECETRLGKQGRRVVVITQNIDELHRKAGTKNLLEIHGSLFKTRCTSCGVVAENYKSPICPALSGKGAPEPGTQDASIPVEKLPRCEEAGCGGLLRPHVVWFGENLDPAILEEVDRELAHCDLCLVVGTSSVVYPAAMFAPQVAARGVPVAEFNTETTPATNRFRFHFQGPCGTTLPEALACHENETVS
# ARNT-TACC3 inh – ARNT/TACC3 interaction disruption | Q9Y6A5 | AlphaScreen His-ARNT PAS-B/GST-TACC3 binding, luminescence; TACC3 fragment carries E629A point mutation | inhibition, % at 9.99 µM | 0.66% of 390,000 active;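 active = mean inhibition of replicates at least 50% and at least half of replicates each reaching 50%; inconclusive = half or more replicates reach 50% but mean below 50%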;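 note: 0% = complete ARNT plus TACC3 wells and 100% = ARNT alone without TACC3; many hits fall short of the cut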
# esBAF inh – inhibitors of esBAF chromatin remodeling in mouse ES cells | Bmi1-luciferase knock-in reporter, 24 h; 100% = twice the neutral-well signal | reporter increase, % at 12.5 µM | 2% of 350,000 active; in the data active = activation above about 40%; inconclusive = no clear call, values can overlap the other calls;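 note: 0% = median of the plate's neutral control wells and 100% = double that signal; a rise in the Bmi1 reporter signal indicates esBAF inhibition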
# Cneo AK release – causes C. neoformans cell lysis; 0.2% of 360,000 active; lysis activity, % at 15 µM; adenylate kinase release luminescence, 4 h; normalised: neutral wells 0, clomiphene wells 100;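 active = mean lysis activity across replicates of at least 80%, whatever share of replicates individually reach that level; inactive = mean lysis activity below 80%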
#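 Test system: log-phase Cryptococcus neoformans yeast cells; Quantity: yeast cell density of 5 × 10^6 cells/mL; Buffer or medium: YPD; Doses: single compound concentration per well; Timing: 4 h at 37 °C static, read 1 h later; Measured by: AK luminescence; Read-out basis: lysis from increased AK signal; Control set: Clomiphene as positive control.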
# ERp5 inh – blocks human ERp5 reductase activity on insulin; ERp5 insulin aggregation, absorbance 650 nm, 90 min; Q15084; inhibition, % at 9.99 µM; 0.05% of 350,000 active;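 active = mean replicate inhibition above about 25%, with every replicate also reaching it, limit read from the data, passing the limit was not always enough; inconclusive = only one of those two criteria met; inactive = neither criterion met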
# Target sequence (Q15084 whole entry, looked up): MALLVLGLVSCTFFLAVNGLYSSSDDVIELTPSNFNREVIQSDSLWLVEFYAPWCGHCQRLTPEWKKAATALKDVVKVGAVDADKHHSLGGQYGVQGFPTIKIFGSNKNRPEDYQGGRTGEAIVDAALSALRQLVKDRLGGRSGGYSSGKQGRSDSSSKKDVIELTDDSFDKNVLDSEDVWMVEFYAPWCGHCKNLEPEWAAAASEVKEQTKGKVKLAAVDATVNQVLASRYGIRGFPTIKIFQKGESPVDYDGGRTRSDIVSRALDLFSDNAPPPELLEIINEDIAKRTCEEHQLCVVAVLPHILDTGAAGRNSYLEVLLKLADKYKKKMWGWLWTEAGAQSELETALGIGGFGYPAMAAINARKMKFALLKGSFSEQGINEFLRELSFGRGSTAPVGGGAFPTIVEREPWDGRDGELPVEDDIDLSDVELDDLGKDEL
# miR122 inh – blocks miR-122 activity in Huh7 sensor cells; AID 602342; 0.3% of 340,000 active; activation (reporter increase), % at 12.5 µM; Huh7 miR-122 Renilla luciferase sensor, 48 h; neutral wells = 0, positive control = 100;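 active = mean replicate activation score at least 90 and every replicate individually at or above 90; inconclusive = only one of the two criteria met; inactive = neither criterion met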;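 note: higher luciferase means less miR-122 activity so hits act as miR-122 inhibitors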
# Statin myotox sup – protects C2C12 myotubes from simvastatin toxicity; ATP luminescence, 48 h; scaled: DMSO 0, geranylgeraniol control 100; 0.78% of 330,000 active; rescue of ATP level, % at 7.49 µM;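 active = mean ATP rescue above about 67%, or every replicate alone reaching that limit, limit read from the data, passing the limit was not always enough; inconclusive = no clear call, values can overlap the other calls; inactive = mean under the limit and some replicate under it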;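 note: myotubes were challenged with 10 µM simvastatin during compound exposure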
# An asterisk follows results filed as active; ? = inconclusive; · = not tested or not shown; [ ] = another dose, or the depositor's remark. Outcome played no part in choosing rows; 4% or so of the library scored in one or more.
SMILES	SIRT5 block	ARNT-TACC3 inh	esBAF inh	Cneo AK release	ERp5 inh	miR122 inh	Statin myotox sup
CC1CC(C)CN(CCOCCSc2ccccc2)C1 (stereo not drawn)	-3.7	0.9	·	·	1.0	·	·
Cc1ccc(-n2c(Cc3cccn3C)nnc2SCC(=O)N2CCc3ccccc32)cc1	·	3.4	-2.2	1.1	·	-3.8	42.0
CC(OC(=O)[C@@H](NC(=O)OCc1ccccc1)C(C)C)C(=O)Nc1ccc(N2CCOCC2)cc1 (stereo partly drawn)	-1.0	3.9	1.4	1.4	1.4	·	-0.8
CCCC#Cc1ccc2c(c1)O[C@@H](CN(C)CCC)[C@@H](C)CN([C@@H](C)CO)S2(=O)=O	1.0	-1.0	-2.6	-1.8	-1.6	-4.9[16.7 µM]	11.5
CCC(=O)Nc1ccc2c(c1)C(=O)N(C)C[C@H](OC)[C@@H](C)CN(C(=O)CC1CC1)[C@@H](C)CO2	-1.0	-8.0	-2.7	0.4	-4.6	4.2[16.7 µM]	0.9
COc1ccccc1-c1sc2cc3c(cc2c1C#Cc1cncn1C)OCO3	·	5.0	6.0	-1.2	4.5	-3.2	-18.0
CCN1CCN(c2ccc(S(=O)(=O)N3CCCCC3)cc2NC(=O)c2cccc(C)c2)CC1	-4.4	7.4	·	·	-2.2	·	·
Cc1cc(OCC(=O)N(C)C2CCCCC2)cc(C)c1Cl	0.4	-4.4	·	·	-0.4	·	·
COC(=O)c1ccc(COc2ccccc2/C=C(\C#N)C(=O)Nc2c(C)cc(C)cc2C)cc1	·	17.4	-28.7	·	1.3	-9.3	-2.8
Cc1ccc(-c2csc(N(C)C(=O)c3c(C)nn(-c4ccccc4)c3Cl)n2)cc1	-6.5	-0.3	-1.9	1.2	2.8	-0.7	-0.1
COCCN1C2=C(COC(C)(C)C2)C(=S)NC1c1ccccc1 (stereo not drawn)	13.2	-1.3	·	·	5.5	·	·
O=C(Nc1ccc(NC(=O)c2ccco2)cc1)c1ccc2c(c1)OCCO2	·	-15.1	·	1.6	-6.9	-0.6	·
CC(C)(C)OC(=O)N1CCCC(C(=O)Nc2cccc(C(=O)NCCCc3ccccc3)c2)C1 (stereo not drawn)	-3.2	-4.0	2.9	3.4	-1.6	-3.1	0.4
CCOC(=O)/C(C#N)=N/Nc1ccccc1C#N	-4.3	-4.6	-4.8	1.2	8.2	-6.9	1.0
CC(C)NC(=O)N(C)C[C@H]1Oc2ncc(C#CC3(O)CCCC3)cc2C(=O)N([C@H](C)CO)C[C@H]1C	-1.1	-4.4	-2.5	45.4	1.3	-1.6[16.7 µM]	-4.5
CCC(=O)Nc1ccc2c(c1)C(=O)N(C)C[C@H](OC)[C@H](C)CN(Cc1ccccc1C(=O)O)[C@H](C)CO2	-3.4	·	-3.1	-1.5	0.1	·	-3.9
O=C(Cc1csc(NC(=O)Nc2ccc(Cl)cc2)n1)NC1CCCC1	-3.1	-4.2	31.4	-4.8	0.4	-3.5	17.9
C[C@H]1COC2=C1C(=O)C(=O)c1c2ccc2c1CCCC2(C)C	·	17.0	29.0	-1.7	·	1.9	1.4
O=c1/c(=C/c2ccc([N+](=O)[O-])cc2)sc2n1CCCN=2	·	6.0	·	1.5	·	-10.0	·
COc1ccc(N2CCN(C(CNC(=O)C(C)(C)C)c3ccco3)CC2)cc1 (stereo not drawn)	-2.0	-1.1	·	·	4.4	·	·

# Compounds listed so far that have a cyano group, in the order listed:
SMILES	SIRT5 block	ARNT-TACC3 inh	esBAF inh	Cneo AK release	ERp5 inh	miR122 inh	Statin myotox sup
COC(=O)c1ccc(COc2ccccc2/C=C(\C#N)C(=O)Nc2c(C)cc(C)cc2C)cc1	·	17.4	-28.7	·	1.3	-9.3	-2.8
CCOC(=O)/C(C#N)=N/Nc1ccccc1C#N	-4.3	-4.6	-4.8	1.2	8.2	-6.9	1.0

# Next compounds
SMILES	SIRT5 block	ARNT-TACC3 inh	esBAF inh	Cneo AK release	ERp5 inh	miR122 inh	Statin myotox sup
O=c1[nH]c(-c2cccs2)nc2ccccc12	·	-6.0	21.4	1.9	·	-1.9	·
O=C(COC(=O)Cc1ccc(Br)cc1)NCC1CCCO1 (stereo not drawn)	-2.4	1.0	-5.9	-0.2	-1.6	-13.1	9.3
Cc1ccc(S(=O)(=O)N2CCC(C(=O)Nc3ccc(S(=O)(=O)N4CCOCC4)cc3)CC2)cc1	-8.7	·	4.0	-0.5	-3.2	·	-4.9
CC(=O)Nc1ccc(S(=O)(=O)NCCC(=O)OC(C)C(=O)c2ccc(C)cc2)cc1 (stereo not drawn)	3.4	-7.6	0.9	0.4	-0.3	·	4.9
COc1ccccc1CNC(=O)C1Cc2cc(S(=O)(=O)N3CCCC3)ccc2N1C(C)=O (stereo not drawn)	-1.0	0.6	-1.2	-0.2	0.3	0.2	0.7
COc1ccc(N2CCN(S(=O)(=O)c3ccc(Br)s3)CC2)cc1	·	-7.7	15.3	2.4	·	-8.6	-7.5
Nc1ccc2ccc(O)cc2c1	-5.0	5.9	38.1	1.2	3.1	20.8	-2.1
CCc1ccc(C(=O)NNC(=O)c2ccc(=O)n(C)n2)cc1	1.9	-5.3	·	-3.1	2.4	·	·
N#C/C(=C\c1cc(Br)ccc1F)C(=O)NC1CC1	-0.6	21.7	-2.4	-1.6	6.3	-1.6	-23.4
C[C@@H]1CCCCO[C@@H](CN(C)Cc2ccc3c(c2)OCO3)[C@@H](C)CN([C@H](C)CO)C(=O)c2cc(NC(=O)CCC(F)(F)F)ccc2O1	-6.0	-16.7	-8.8	-0.2	0.8	5.4[16.7 µM]	·
C[C@@H](O)C#Cc1ccc([C@H]2[C@@H](CO)N3CCCCN(C(=O)c4ccc5c(c4)OCO5)C[C@@H]23)cc1	-0.6	-11.8	-0.9	3.6	-1.4	-1.4[16.7 µM]	8.8
C[C@H]1CCC[C@@]2(O[C@@H](CCO)C[C@@H](O)[C@@H]2O)O1	-7.4	-5.7	1.5	-0.5	4.5	-3.8	-3.8
COc1ccc(-c2cnnc(N/N=C/c3ccc(O)cc3)n2)cc1	0.6	1.1	·	·	2.6	·	·
CC1Oc2ccc(C#N)cc2N(Cc2ccccc2OC(F)(F)F)C1=O (stereo not drawn)	·	·	-6.2	-1.2	-3.5	-1.0	-24.6
COC(=O)CCC(=O)OC1(C)C(=O)C=C2C=C(C3CC3)N(C3CCCCC3)C=C2C1=O (stereo not drawn)	·	5.4	-3.4	-5.8	0.6	10.1	5.1
Cc1ccc(C(=O)NCC(=O)OCC(=O)c2ccccc2)s1	-0.6	·	2.6	-0.5	-17.1	·	0.3
Cc1cc(C)c(C(=O)COC(=O)c2ccc(NC(=O)CC#N)cc2)cc1C	-4.8	-7.1	10.4	-3.5	-3.6	9.0	8.2
COc1ccc(NC(=O)c2cc3ccccc3o/c2=N\NS(=O)(=O)c2ccc(C)cc2)cc1	8.1	-15.9	38.9	-1.7	1.9	-3.5	4.2
Cc1c(NC(=O)CSc2ncn[nH]2)c(=O)n(-c2ccccc2)n1C	1.0	0.1	-9.3	2.7	-5.4	·	7.3
CC1(CC(=O)O)SC(=O)NC1=O (stereo not drawn)	·	·	0.8	7.4	·	1.5	·
COc1ccc(NC(=S)N2CCC(N(C)CCN3CCOCC3)CC2)cc1Cl	·	2.3	0.8	-0.8	·	10.5	-1.7
CO[C@H]1CN(C)C(=O)c2cc(NC(=O)C3CC3)ccc2OC[C@H](C)N(C(=O)c2ccccn2)C[C@H]1C	·	·	-3.4	·	·	-12.7[16.7 µM]	5.1
NC(CSS(=O)(=O)O)=NCCC12CC3CC(CC(O)(C3)C1)C2	-3.5	-1.5	·	·	0.3	·	·
COc1ccc(C2(C(=O)NCCN3CCOCC3)CCOCC2)cc1	·	-4.3	-9.1	-1.1	·	-1.6	10.3
COc1ccc2nc3n(c(=O)c2c1)-c1cc2ccccc2cc1C(=O)NC3Cc1ccccc1 (stereo not drawn)	1.3	·	17.5	0.5	4.3	-0.8	-22.9
O=C1CC(=O)N(CCc2ccccc2)C(=O)N1CCc1ccccc1	·	-6.8	-0.2	1.1	·	-24.8	6.3
Cc1cc(C)c(C(=O)/C=C/c2ccc(C(C)C)cc2)c(=O)[nH]1	-0.5	0.9	27.3	0.2	0.2	1.1	?
Nc1c(C(=O)c2ccccc2)sc2c1c(=O)[nH]c(=O)n2-c1ccccc1	·	2.7	·	-1.2	·	-1.4	·
O=S(=O)(NC1CCCC1)c1ccccc1Br	·	-18.0	-2.0	0.0	2.1	17.5	5.4
Cc1cc(C)cc(C(=O)OCC(=O)NCC(F)(F)F)c1	-3.6	-6.7	·	·	-8.3	·	·
COC(=O)c1[nH]c2ccc(C)cc2c1NC(=O)Oc1ccccc1	·	13.6	2.7	0.1	·	11.3	-8.6
CCCCOc1ccc(C(C)(O)CCN2CCOCC2)cc1 (stereo not drawn)	·	-29.0	7.3	-2.0	·	9.2	-8.2
CC(C)C#Cc1ccc2c(c1)O[C@H](CN(C)C(=O)NC(C)C)[C@@H](C)CN([C@@H](C)CO)S2(=O)=O	·	5.9	1.9	-0.6	·	24.9[16.7 µM]	-8.6
O=C(Cc1ccc(S(=O)(=O)N2CCOCC2)s1)NNC(=O)c1ccccc1Cl	-0.4	·	2.0	-1.3	1.1	3.3	1.6
Cc1cccc(CSCCNC(=O)CN2C(=O)c3ccccc3S2(=O)=O)c1	-3.4	-3.2	-6.0	-5.5	0.0	0.9	-4.0
CCOc1cccc(/C=C/C(=O)O)c1	-7.7	4.9	-5.9	-2.7	-4.0	-2.7	7.9
C[C@@H]1CN([C@H](C)CO)C(=O)c2cc(NS(=O)(=O)c3ccccc3)ccc2O[C@@H](C)CCCCO[C@@H]1CN(C)S(=O)(=O)c1ccccc1	0.9	5.8	12.3	-2.8	1.4	-4.9[16.7 µM]	·
CC(OC(=O)c1ccc(O)cc1)C(=O)Nc1ccc(Oc2ccccc2)cc1 (stereo not drawn)	-1.0	-0.9	-11.0	0.4	-12.9	-6.1	1.8
Cc1ncoc1C(=O)NCCC(c1ccccc1)c1ccccc1	-2.3	-2.9	·	·	-1.0	·	·
CCOCCCNC(=O)Cn1ncc2c(=O)oc3ccccc3c21	-6.8	-6.0	-1.4	3.1	3.6	·	6.3
O=[N+]([O-])/C=C1\C=CC=CN1Cc1ccc(Cl)cc1	0.3	-1.4	-5.8	1.6	0.3	-9.7	3.3
COC(=O)c1c(C#N)c(N)nc2c1CCCC2	·	-27.7	-1.5	4.9	·	-0.5	-9.2
COc1cc(C(=O)NC(C(=O)Nc2cccc(C(C)=O)c2)C(C)C)cc(OC)c1OC (stereo not drawn)	-1.1	-0.4	·	·	7.2	·	·
CCCC(=O)Nc1ccc2c(c1)OC[C@@H](C)N(Cc1ccccc1F)C[C@@H](C)[C@H](OC)CN(C)C2=O	4.5	-9.4	-2.0	-4.6	-4.1	·	27.8
CCO[C@@H]1OC(C(=O)NCc2ccccc2)=C[C@H](c2ccc(C(F)(F)F)cc2)[C@H]1CCCO	3.9	4.9	1.0	-4.3	-3.0	3.4	3.1
O=C(C[C@@H]1CC[C@@H]2[C@H](COC[C@H](O)CN2C(=O)c2ccc(F)cc2)O1)Nc1ccc(-c2ccccc2)cc1	6.0	0.0	4.2	-0.1	0.1	-0.7[16.7 µM]	-13.1
CCCCOC(=O)c1ccc(NC(C)=O)cc1	·	-21.8	20.2	-1.5	·	-6.7	14.1
O=S(=O)(c1ccc(S(=O)(=O)N2CCN(C/C=C/c3ccccc3)CC2)cc1)N1CCCC1	·	3.7	2.1	4.2	·	-2.5	-48.1
c1ccc(-n2c3ccccc3c3ccccc32)cc1	·	·	·	20.3	3.9	-5.7	·
